OX1R antag-1: antagonists of human orexin 1 receptor (OX1R); 330,000 compounds, 1.8% hits; OX1R-expressing cells, FRET antagonist read-out; AID 485270, 2010; Orexin/Hypocretin receptor type 1 (Homo sapiens), O43613; inhibition, % at 6.6 µM; in the data active = inhibition mostly above about 38%, no sharp cut-off; inactive = mostly below about 40%;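 also: 0% = agonist challenge alone and 100% = reference antagonist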
Target sequence (O43613 whole entry, looked up): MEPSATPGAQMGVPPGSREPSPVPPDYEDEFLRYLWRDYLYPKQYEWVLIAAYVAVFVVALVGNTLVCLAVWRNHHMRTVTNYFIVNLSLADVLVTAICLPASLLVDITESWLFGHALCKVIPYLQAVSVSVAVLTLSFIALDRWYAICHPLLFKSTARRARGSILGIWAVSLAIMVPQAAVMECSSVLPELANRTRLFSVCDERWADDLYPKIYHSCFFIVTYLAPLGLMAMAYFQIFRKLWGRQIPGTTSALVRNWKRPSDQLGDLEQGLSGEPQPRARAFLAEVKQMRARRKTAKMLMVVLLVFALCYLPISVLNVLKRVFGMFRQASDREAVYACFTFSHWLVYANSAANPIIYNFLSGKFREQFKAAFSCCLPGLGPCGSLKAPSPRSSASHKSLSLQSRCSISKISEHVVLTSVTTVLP
OX1R antag-2: OX1R (HCRTR1) antagonists, primary screen, fluorescence, CHO/OX1R cells, Fluo-8 calcium, orexin A. Fluo-8 calcium fluorescence. inhibition, % at 5 µM. 330,000 compounds, 0.43% hits. AID 434989, 2010;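 active = inhibition above its plate's threshold, mean inhibition of all tested compounds on the plate plus 3 SD, cut at about 37% in these data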;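 also: 0% = orexin A challenge wells and 100% = SB-334867-A antagonist wells; not every result past the cut was called active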
* = called active by the depositor. Not a hit list; 2% or so of the library scored in one or more.

SMILES	OX1R antag-1	OX1R antag-2
CCNC(=O)CC1S/C(=N/N=C(\C)c2ccccc2)NC1=O (centres undefined)	8	-5
COc1ccc(/C=C2\SC(N3CCc4ccccc4C3)=NC2=O)cc1OC	52	-19
Cc1ccc(C(=O)n2cnnc2N)cc1	12	-2
COC(C(=O)N/N=C(\C)c1ccc(O)cc1)c1ccccc1 (centres undefined)	33	-7
CC1CN(C(=O)c2ccccc2Oc2ccccc2)CC(C)O1 (centres undefined)	10	-9
Clc1ccccc1-c1nnc2sc(-c3ccc4c(c3)OCO4)nn12	14	-2
Cc1ccc(C(=O)Nc2nnc(C3CCCCC3)s2)o1	11	-32
OCCCn1c(C(CO)Nc2nc(-c3ccc(Cl)cc3)cs2)nc2ccccc21 (centres undefined)	3	-17
CSCCC(NC(=O)c1ccccc1Br)C(=O)NCc1ccc(F)cc1 (centres undefined)	7	0
CCCn1c(N)c(N2CCCCC2)c(=O)n(CC(=O)Nc2cccc(S(=O)(=O)N(C)C)c2)c1=O	6	-10
COc1ccc(C(=O)NC(C)c2ccccc2)cc1Br (centres undefined)	13	-27
COc1ccc(NC(=O)CSc2nnc(-c3ccc(F)cc3)o2)cn1	-4	-9
Cc1cc(C)cc(NC(=O)N2CCN(Cc3ccc4c(c3)OCO4)CC2)c1	18	-25
O=C(Nc1c(C(=O)c2ccccc2)oc2ccccc12)c1cc(-c2ccccc2O)n[nH]1	3	-21
COc1cc(CCC(=O)NCc2ccc3c(c2)OCO3)cc(OC)c1OC	1	-25
C=CCN1C(=O)c2ccc(C(=O)N(CC)CC(=O)Nc3c(F)cccc3F)cc2C1=O	3	-6
CC(CNC(=O)c1ccccc1Cl)c1ccccc1 (centres undefined)	8	-19
CC(CC(=O)N1CCN(C(=O)c2ccccc2)CC1)c1ccccc1 (centres undefined)	3	-14
CCOC(=O)c1c(NC(=S)NC(C)=O)sc(C)c1C	20	-16
CCCNC(=O)N1CCCC(C(N)=O)C1 (centres undefined)	-4	-35
Cc1ccccc1N(CC(=O)NCc1ccccc1)C(=O)CCC(=O)Nc1nccs1	8	-15
CC(=O)c1c(C)n(C)c2ccc(O)cc12	29	9
CC1Cc2ccccc2N1CC(=O)N(C)c1c(N)n(Cc2ccccc2)c(=O)[nH]c1=O (centres undefined)	9	10
Cc1nonc1NC(=O)OCCN1CCOC1=O	9	4
O=C(Cc1ccccc1Cl)Nc1cccnc1	1	-5
COc1ccc(OC)c(NC(=O)c2cc(-c3cc(Cl)ccc3O)n[nH]2)c1	101*	97*
Oc1ccccc1CN1CCN(C(c2ccccc2)c2ccccc2)CC1	7	-50
COc1cccc(N2CCN(C(=O)c3ccc(Cl)c(NC4=NC5CS(=O)(=O)CC5S4)c3)CC2)c1 (centres undefined)	2	-6
COc1cc(/C=C2/CCCC(C(=O)C(F)(F)F)=C2O)ccc1O	8	6
O=C(NNS(=O)(=O)c1ccc(Cl)cc1)c1cc(-c2ccccc2)n[nH]1	14	-23
O=C(NCC(=O)N1CCCCC1)c1sc2ccccc2c1Cl	8	-34
COC(=O)CCC(=O)Nc1ccc(NC(=O)CCC(=O)OC)cc1	-5	-8
Cc1cc([N+](=O)[O-])ccc1NC(=O)CSc1nnc(C)n1C	23	13
CC1CCN(CC(=O)Nc2cccc(C(=O)Nc3cccc(C(F)(F)F)c3)c2)CC1	19	-45
COc1cccc(N2CC(C(=O)Nc3nnc(SCC(=O)Nc4ccc(NC(C)=O)cc4)s3)CC2=O)c1 (centres undefined)	7	-7
COc1ccc(/C=C/C(=O)OCC(=O)NCCC2=CCCCC2)cc1OC	16	-39
C/C(=C\c1ccccc1)C(=O)N1CCN(c2cccc(C(F)(F)F)c2)CC1	11	-10
Cn1c(CC(=O)Nc2ccccc2F)nnc1SCC(=O)Nc1ccccc1Br	8	-7
CCOC(=O)c1sc2ccc(S(=O)(=O)N3CCCCC3)cc2c1N	-8	-34
Cc1[nH]c2ccccc2c1/C=N/NC(=O)Cc1cccs1	14	-13
CCOC(=O)c1[nH]c(C)c(C(=O)OCc2ccc(C)cc2)c1C	2	-13
Cc1ccc(C)c(OCC(=O)Nc2ccc(S(=O)(=O)N3CCN(C)CC3)cc2)c1	11	-18
Cc1ccc(C)c(NC(=O)CCC(=O)N/N=C/c2cc([N+](=O)[O-])ccc2O)c1	26	-25
Cc1ccc(-n2c(C)nc3c(cnn3-c3ccc(F)cc3)c2=O)cc1	26	-6
CCN1CCN(C(=O)CN(C)S(=O)(=O)c2cc(C)ccc2OC)CC1	40	-24
O=C(NCc1ccc2c(c1)OCO2)C1CCCN1C(=O)Nc1ccc(F)cc1 (centres undefined)	8	-1
CCCCc1nnc(NC(=O)c2nc3nccc(C)n3n2)s1	15	-11
CCCCN(C(=O)/C=C/c1ccco1)c1c(N)n(CC(C)C)c(=O)[nH]c1=O	22	-13
CCN(C(=O)COC(=O)CSc1ccc(C)c(C)c1)C1CCS(=O)(=O)C1 (centres undefined)	6	1
Cc1csc(NC(=O)c2sc3nc(-c4cccs4)ccc3c2N)n1	8	-1
CCCc1cc(=O)n2[nH]c(-c3cccc(Br)c3)cc2n1	9	-11
CN1CC2CCCC3(C1)C(=O)NC1(CCCCC1)N=C23 (centres undefined)	7	-6
CC(=O)Nc1cccc(C(=O)NC2CCCc3c2cnn3-c2ccc(C(C)(C)C)cc2)c1 (centres undefined)	12	-11
Cc1ccc2nc3ccc(N4CCN(C)CC4)nn3c(=O)c2c1	77*	-11
CC1CCC2(CC1)NC(=O)N(CC(=O)Nc1cccc(S(=O)(=O)N3CCCCC3)c1)C2=O (centres undefined)	7	-55
CCOc1cc(OCC)cc(C(=O)NCCCN2CCOCC2)c1	14	0
Cc1cc(C(=O)NNC(=S)NCc2ccco2)n(C)n1	14	1
Cc1ccn2c(=O)nc(SCC(=O)NCc3ccc(F)cc3)nc2c1	6	-18
Nc1ccc(NS(=O)(=O)c2ccccc2)cc1	15	2
OCCCNc1nc(-c2ccccc2)c2cc(Br)ccc2n1	2	-21
(continued)
SMILES	OX1R antag-1	OX1R antag-2
CC(=O)n1cc(/C=N/NC(=O)c2ccc(Cl)cc2)c2ccccc21	-6	-26
COC(=O)C1=C(C)N(c2ccc(OC)c(OC)c2)C(=O)C1	11	-18
O=C(Nc1ccc([N+](=O)[O-])cc1)c1cccc(S(=O)(=O)Nc2cccnc2)c1	12	-10
CCCn1c(CN2CCN(C(=O)OCC)CC2)nc2cc([N+](=O)[O-])ccc21	4	-26
CC(C)[C@H]1C(=O)Nc2ccccc2N1C(=O)N[C@@H](Cc1ccccc1)C(=O)N[C@H](Cc1ccccc1)C(=O)O	11	1
O=c1c2ccccc2nc2c3ccccc3ncn12	28	-9
COc1ccc(-n2nc(C(=O)NCC(=O)N3CCCC3)c3ccccc3c2=O)c(OC)c1	22	-8
CC(=O)N1N=C(c2cccc(NS(C)(=O)=O)c2)CC1c1cccs1 (centres undefined)	10	-15
O=C(CSc1ccc2ccccc2c1)NC1CCCc2ccccc21 (centres undefined)	71*	-8
COc1ccc(-c2sc3ccc(OC)cc3c2-c2ccc(OCCN3CCOCC3)cc2)cc1	3	-9
COc1ccc(C2CC(=O)CC(=O)C2n2cncn2)cc1 (centres undefined)	5	3
CCn1c2ccccc2c2cc(/C(C)=N/O)ccc21	58	-10
c1ccc(-c2ccc(-c3ccncn3)cc2)cc1	12	-11
COc1ccc(-c2nc3c(n2O)CCc2c-3no[n+]2[O-])cc1	19	0
CC(C)NC(=O)Cn1cnc2c1c(=O)n(C)c(=O)n2C	13	10
CCOC(=O)C(C(=O)N(C)Cc1ccccc1)C1CCCCC1 (centres undefined)	14	-13
COc1ccc(N2C(=O)C(Cl)=C(NCc3ccccc3)C2=O)cc1	22	-28
O=C(Nc1ccc2c(c1)OCCO2)Nc1ccc2c(c1)OCO2	12	-13
O=C(CN(c1ccccc1F)S(=O)(=O)c1ccccc1)Nc1ccc2c(c1)OCCO2	12	-5
O=C(O)c1ccc2c(c1)C(=O)N(c1ncccn1)C2=O	-1	4
CCOC(=O)N1CCN(c2nc(-c3cccs3)cc(C(F)(F)F)n2)CC1	2	-15
Cc1ccc(-n2ncc3c(=O)[nH]c(SCC(=O)NCC4CCCO4)nc32)cc1 (centres undefined)	0	0
Cc1ccccc1-c1cc2c(nn1)-c1ccccc1C2=O	72*	-14
Cc1ccc2nc(NCc3ccccc3)c(C=O)c(=O)n2c1	16	-21
COc1cc2c(C)nc3c(cnn3-c3ccccc3)c2cc1OC	16	-11
CCOC(=O)c1cc(-c2ccccc2)sc1NC(=O)CN1C(=O)NC(CC)(c2ccccc2)C1=O (centres undefined)	-2	7
O=C(NCS(=O)(=O)c1ccccc1)c1ccccc1	9	-8
Cc1ccc(NC(=O)OCc2cc(-c3ccccc3)on2)cc1	16	-19
O=C(NP(=O)(N1CCCC1)N1CCCC1)C1=C(N2CCOCC2)/C(=C/c2cccc([N+](=O)[O-])c2)CC1	29	-10
C/C=C/c1ccc(OCC(=O)Nc2cc(C(F)(F)F)ccc2N2CCOCC2)c(OC)c1	-14	3
COc1ccc(NC(=O)CN2C(=O)NC3(CCCc4ccccc43)C2=O)c(OC)c1 (centres undefined)	7	-17
CC(C)Sc1nc2c([nH]c3ccccc32)c(=O)n1C	1	-25
O=S(=O)(c1ccc(SCc2ccccc2)nc1)N1CCCCC1	2	-13
O=C(Nc1cccnc1)c1ccc(NS(=O)(=O)c2cc([N+](=O)[O-])ccc2Cl)cc1	19	-19
CCOc1ccccc1C1C(C(=O)OC)=CN(C)C=C1C(=O)OC	17	-13
O=C(NCc1ccccn1)C(F)(F)C(F)(F)C(=O)NCc1ccccn1	11	-2
COc1ccc(C(C(=O)NC2CCCCC2)N(C(=O)c2ccco2)c2ccccc2C(C)=O)cc1 (centres undefined)	6	-36
CCOC(=O)/C=c1\s/c(=C\c2ccccc2OC)c(=O)n1CC(=O)N1CCOCC1	38	-14
CCOc1ccc(N(CC(=O)Nc2nccs2)S(=O)(=O)c2c(C)[nH]c(=O)[nH]c2=O)cc1	11	-2
CCCN(Cc1cc2cccc(C)c2[nH]c1=O)S(C)(=O)=O	0	-22
COc1ccc(-c2nnc(-c3cccs3)o2)cc1OC	9	-21
CC(=O)Nc1ccc(NC(=O)C(C)Sc2nnc(C3CC3)n2-c2ccccc2)cc1 (centres undefined)	-2	-15
COc1ccc(N2CCN(C(=O)CN3C(=O)NC4(CCCCC4C)C3=O)CC2)cc1 (centres undefined)	12	3
CCCCN(Cc1ccccc1)c1ncnc2nc[nH]c12	23	-17
Cc1c(C)c2ccc(OCC(=O)N3CCC(C(=O)O)CC3)cc2oc1=O	12	10
Cc1ccc2[nH]c3c(N4CCN(Cc5ccccc5)CC4)ncnc3c2c1	80*	14
COc1ccc(CNC(=O)COC(=O)c2c(-c3c(F)cccc3Cl)noc2C)cc1OC	6	-26
CCOC(=O)c1c(-c2ccc(C)o2)csc1NC(=S)NC(=O)N(C)C	1	-6
COc1ccsc1C(=O)N1CCN(Cc2ccc3c(c2)OCO3)CC1	7	-22
O=C(Nc1cccc(Oc2c(F)c(F)c(F)c(F)c2F)c1)N1C[C@@H]2C[C@@H](C1)c1cccc(=O)n1C2	7	-26
CC(C)(C)C(=O)c1cnc(Nc2ccccc2Cl)s1	18	-19
C[C@H](NC(=O)c1[nH]cnc1C(=O)Nc1ccc(Cl)cc1)c1ccccc1	2	-49
CC(CCO)Nc1nc2c(c(=O)n(C)c(=O)n2C)n1Cc1cccc(Br)c1 (centres undefined)	0	-20
O=C1c2ccccc2C(=O)C12OC2c1cccc2ccccc12 (centres undefined)	11	-1
O=C(Nc1nnc(S(=O)(=O)N2CCCCCC2)s1)c1ccccc1Cl	33	-35
Cc1ccccc1-n1c(SCC(=O)NCC2CCCO2)nc2c([nH]c3ccccc32)c1=O (centres undefined)	21	-16
CC[C@H](C)NC(=O)CCCCCn1c(=S)[nH]c2c([nH]c3ccc(OC)cc32)c1=O	4	5
CCOC(=O)Cn1cc(C#N)c2cccc(CC)c21	9	-19
Fc1ccccc1-n1c(-c2ccc3ccccc3n2)n[nH]c1=S	25	-12
COc1ccc2c(c1)c(CC(=O)O)c(C)n2C(=O)c1ccc(Cl)cc1	4	-12
Cn1c(SCC(=O)N2CCCC2)nnc1-c1ccc2c(c1)OCO2	6	-14
CN1CCN(C(=S)Nc2cccc(S(=O)(=O)N(C)C)c2)CC1	9	-14

Among those listed so far, these contain an aryl thioether with sulfur outside any ring:
SMILES	OX1R antag-1	OX1R antag-2
COc1ccc(NC(=O)CSc2nnc(-c3ccc(F)cc3)o2)cn1	-4	-9
Cc1cc([N+](=O)[O-])ccc1NC(=O)CSc1nnc(C)n1C	23	13
COc1cccc(N2CC(C(=O)Nc3nnc(SCC(=O)Nc4ccc(NC(C)=O)cc4)s3)CC2=O)c1 (centres undefined)	7	-7
Cn1c(CC(=O)Nc2ccccc2F)nnc1SCC(=O)Nc1ccccc1Br	8	-7
CCN(C(=O)COC(=O)CSc1ccc(C)c(C)c1)C1CCS(=O)(=O)C1 (centres undefined)	6	1
Cc1ccn2c(=O)nc(SCC(=O)NCc3ccc(F)cc3)nc2c1	6	-18
O=C(CSc1ccc2ccccc2c1)NC1CCCc2ccccc21 (centres undefined)	71*	-8
Cc1ccc(-n2ncc3c(=O)[nH]c(SCC(=O)NCC4CCCO4)nc32)cc1 (centres undefined)	0	0
CC(C)Sc1nc2c([nH]c3ccccc32)c(=O)n1C	1	-25
O=S(=O)(c1ccc(SCc2ccccc2)nc1)N1CCCCC1	2	-13
CC(=O)Nc1ccc(NC(=O)C(C)Sc2nnc(C3CC3)n2-c2ccccc2)cc1 (centres undefined)	-2	-15
Cc1ccccc1-n1c(SCC(=O)NCC2CCCO2)nc2c([nH]c3ccccc32)c1=O (centres undefined)	21	-16
Cn1c(SCC(=O)N2CCCC2)nnc1-c1ccc2c(c1)OCO2	6	-14
